Screening results deposited in PubChem BioAssay by several laboratories.
VLA-4 inh: inhibition in human VLA-4 binding assay, primary screen, VLA-4 allosteric modulator project, MLPCN library, flow cytometry, VLA-4 expressing cells. AID 2557, 2010. actives 0.2% (n = 330,000). Integrin alpha-4 (Homo sapiens), P13612. ligand binding flow cytometry. inhibition, % (about 7 µM as worked out from the volumes in the protocol); in the data active means inhibition above about 50%
GRK2 inh: compounds blocking aptamer binding on GRK2 – biochemical, human GRK2, bead flow cytometry, HTS, primary screen; inhibition of aptamer binding, % at 10 µM; FAM-aptamer displacement from GRK2; actives 0.59% (n = 330,000); Beta-adrenergic receptor kinase 1 (Homo sapiens), P25098;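 active means inhibition of aptamer binding above 40%, roughly 3 SD of noise, on plates passing a quality check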;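 further: median bead fluorescence of bound FAM aptamer so fluorescent compounds give negative values; no value below 0 was filed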
AGP1-GFP MLPCN: modulators of AGP1-GFP expression in yeast TOR pathway, primary screen, cell-based, multiplex flow cytometry, S. cerevisiae, MLPCN library; 3 h; GFP as percent of DMSO wells; GFP response vs DMSO, % at 10 µM; actives 0.02% (n = 320,000); AID 2066, 2009;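 active means GFP response relative to DMSO above a set limit, near screen average plus 3 SD, cut at about 150% in these data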;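 further: median GFP channel fluorescence of the gated AGP1 strain per well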
MEX-5 binding: MEX-5 zinc finger RNA-binding disruptors – biochemical, C. elegans, fluorescence polarization, MLPCN library, primary screen; Zinc finger protein mex-5 (Caenorhabditis elegans), Q9XUB2; MEX-5/FITC-TCR2 RNA binding; hits give low values; activity score (negative = inhibition of binding), % at 10 µM; actives 0.38% (n = 300,000);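 active means inhibition past about -25% in most replicates, and total fluorescence under double the plate's negative control median, limit read from the data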;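 further: 0% = DMSO and -100% = 5 µM competing unlabeled TCR2 RNA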
Target sequence (Q9XUB2 whole entry, looked up): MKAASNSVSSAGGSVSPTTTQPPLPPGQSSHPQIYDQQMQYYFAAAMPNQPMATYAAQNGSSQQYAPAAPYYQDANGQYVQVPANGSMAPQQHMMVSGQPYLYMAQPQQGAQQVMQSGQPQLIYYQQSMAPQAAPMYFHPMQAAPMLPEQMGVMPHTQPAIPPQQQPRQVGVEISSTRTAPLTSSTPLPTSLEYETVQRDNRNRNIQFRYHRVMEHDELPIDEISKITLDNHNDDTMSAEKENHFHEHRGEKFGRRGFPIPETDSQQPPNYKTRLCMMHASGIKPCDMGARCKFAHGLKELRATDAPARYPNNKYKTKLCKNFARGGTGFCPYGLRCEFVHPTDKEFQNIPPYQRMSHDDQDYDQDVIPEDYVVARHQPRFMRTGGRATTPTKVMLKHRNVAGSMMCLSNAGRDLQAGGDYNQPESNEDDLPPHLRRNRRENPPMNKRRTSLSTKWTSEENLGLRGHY
GLD-1 RNA inh: GLD-1/TGE RNA complex disruptors, primary screen, biochemical, fluorescence polarization | Female germline-specific tumor suppressor gld-1 (Caenorhabditis elegans), Q17339 | purified GLD-1 + fluorescein TGE RNA | inhibition, % at 5.96 µM | actives 0.44% (n = 320,000);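 active means percent inhibition above a per-plate cutoff, the plate mean of test compounds plus 3 SD, cut at about 30% in these data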;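 further: 0% = DMSO wells with GLD-1 and probe and 100% = wells lacking GLD-1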
MCL1 BIM primary: inhibitors of MCL1 binding to BIM-BH3, primary screen, biochemical, fluorescence polarization; inhibition, % at 10.9 µM; actives 0.68% (n = 320,000); GST-MCL1 / FITC-Bim-BH3 fluorescence polarization; Induced myeloid leukemia cell differentiation protein Mcl-1 (Homo sapiens), Q07820; AID 2057, 2009;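 active means inhibition above the mean inhibition of all tested compounds plus 3 SD, set per campaign, cut at about 40% in these data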;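 further: 0% = DMSO wells and 100% = unlabeled Bim-BH3 peptide control; higher means more loss of mP so more displacement of Bim peptide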
Target sequence (Q07820 whole entry, looked up): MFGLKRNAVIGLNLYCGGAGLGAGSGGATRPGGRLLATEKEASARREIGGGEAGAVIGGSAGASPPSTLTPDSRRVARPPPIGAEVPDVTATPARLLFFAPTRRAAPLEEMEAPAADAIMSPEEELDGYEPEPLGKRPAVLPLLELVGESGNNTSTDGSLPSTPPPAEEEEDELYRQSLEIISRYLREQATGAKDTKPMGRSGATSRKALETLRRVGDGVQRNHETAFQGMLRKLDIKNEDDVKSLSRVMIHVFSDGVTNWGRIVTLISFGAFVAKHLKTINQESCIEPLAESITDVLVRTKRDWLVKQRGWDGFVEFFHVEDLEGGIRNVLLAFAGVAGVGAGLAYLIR
Fam108B counter: mouse Fam108B serine hydrolase inhibitors, primary screen, counter-screen for RBBP9 inhibitor project, biochemical, fluorescence polarization | inhibition, % at 9.51 µM | recombinant Fam108B, FP-Rh probe fluorescence polarization | actives 0.33% (n = 300,000);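 active means inhibition above the screen mean inhibition plus 3 SD, computed separately per campaign, cut at about 18% in these data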;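 further: inhibitors lower polarization as less probe binds the enzyme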
CIT2 TOR yeast: modulators of CIT2-GFP expression in yeast, primary screen, S. cerevisiae, GFP fusion, multiplex flow cytometry, MLPCN library; S. cerevisiae CIT2-GFP strain, 3 h; 100 means same as DMSO wells; GFP response vs DMSO, % at 10 µM; actives 0.065% (n = 320,000); AID 2029, 2009;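 active means GFP response relative to DMSO above a set limit, near the screen mean plus 3 SD, cut at about 150% in these data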;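 further: ratio of well median GFP fluorescence to mean of DMSO wells on the plate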
BCLXL inh: inhibitors of human Bcl-xL, primary screen, biochemical, fluorescence polarization, HTS. GST-Bcl-xL / FITC-Bim BH3 peptide fluorescence polarization. inhibition, % at 10.9 µM. actives 0.7% (n = 320,000). AID 2129, 2009;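 active means inhibition above the mean of all tested compounds plus 3 SD, cutoff set per campaign, cut at about 30% in these data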;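 further: 0% = DMSO wells and 100% = unlabeled Bim-BH3 peptide competitor; inhibitors lower millipolarization by displacing the labeled peptide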
Target sequence (Q07817 whole entry, looked up): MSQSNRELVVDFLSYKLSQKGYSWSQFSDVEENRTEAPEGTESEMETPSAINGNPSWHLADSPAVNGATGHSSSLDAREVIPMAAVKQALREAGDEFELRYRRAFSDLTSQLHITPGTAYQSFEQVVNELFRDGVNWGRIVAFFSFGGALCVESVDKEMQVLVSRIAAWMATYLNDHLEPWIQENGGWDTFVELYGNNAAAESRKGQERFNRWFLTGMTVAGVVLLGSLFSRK
An asterisk follows results filed as active; nt = no result given.

SMILES	VLA-4 inh	GRK2 inh	AGP1-GFP MLPCN	MEX-5 binding	GLD-1 RNA inh	MCL1 BIM primary	Fam108B counter	CIT2 TOR yeast	BCLXL inh
Cc1ccc(N(Cc2cc3ccccc3[nH]c2=O)S(C)(=O)=O)cc1	-1	0	101	1.4	10	-2	1	107	0
CN(CC(=O)O)S(=O)(=O)c1ccc(F)cc1	8	1	107	-2.2	0	0	3	101	-1
O=C(CSc1nnnn1-c1ccc2c(c1)OCCO2)N1CCN(C(=O)c2ccco2)CC1	11	2	99	-2.4	3	5	3	95	4
Cc1c(NC(=S)NC(NC(=O)CC(C)C)C(Cl)(Cl)Cl)c(=O)n(-c2ccccc2)n1C (centres undefined)	0	8	95	nt	-1	7	-5	93	-2
Cc1ccc(C2C(=O)N(C3CCC(C)CC3)CC(=O)N2C2CC2)cc1 (centres undefined)	-2	1	97	1.6	5	5	-1	107	1
O=C(CCn1c(=O)oc2ccccc21)Nc1ccc2c(c1)OCCO2	-7	0	96	3.4	-4	11	-11	105	3
Cc1noc2ncnc(N3CCCCC3)c12	8	0	106	-0.9	-12	0	4	95	5
Cc1nc2ccc(NC3=NCCCCC3)cc2s1	1	0	98	-4.4	4	-1	-1	95	-3
CC1(C)Oc2ccc(C(=O)N3CCc4ccccc43)cc2N(CC(=O)N2CCCC2)C1=O	8	5	105	-2.4	-7	7	0	nt	6
CCN(CC)S(=O)(=O)c1cccc(-c2nnc(SC(C)C#N)n2Cc2ccccc2)c1 (centres undefined)	-1	0	105	-2.6	5	-12	-1	99	-5
COc1ccc(CCC(=O)Nc2nc3ccccc3[nH]2)cc1	0	6	108	2.5	0	-8	-5	101	-2
COc1cc(C(=O)Nc2cnc(NC(=O)C(C)C)cc2C)cc(OC)c1OC	-3	2	100	-1.6	1	0	2	108	5
CCCCOc1ccc(C2C(=O)N(C3CCCCC3)CC(=O)N2CC2CCCO2)cc1 (centres undefined)	-6	0	100	0.3	-4	-3	12	102	0
CS(=O)(=O)c1ccccc1-c1nnc(NC(=O)c2ccc3ncsc3c2)o1	-36	1	99	0.4	-6	11	2	99	8
CC(C)[C@H](N)C(=O)N1CCC(C(=O)N[C@@H](Cc2ccccc2)C(=O)NCc2ccc(F)cc2)CC1	0	0	108	-1.1	-5	2	-5	107	2
CC(Nc1nc(-c2ccc(F)cc2)cs1)c1nc2cc(C(F)(F)F)ccc2n1CCCO (centres undefined)	5	4	83	-1.2	14	0	4	82	-1
Cc1cccc(C(=O)Nc2ccc(NC(=O)CN3CCOCC3)cc2)c1	3	0	108	-1.0	4	3	2	102	2
Cc1c(Cc2ccccc2)c(=O)oc2c(C)c(OCc3nn[nH]n3)ccc12	14	0	101	nt	-9	3	2	105	13
CC(CN(C)Cc1ccccc1)OC(=O)C1COc2ccccc2O1 (centres undefined)	17	2	102	0.1	10	-2	2	99	2
O=C(CSc1n[nH]c(-c2ccccc2Br)n1)NC(=O)NCc1ccco1	11	2	102	0.8	1	7	-49	101	4
COc1cc(/C=C2/C(=O)N(C)C(=S)N2C)ccc1OCc1cccc(F)c1	11	0	101	-3.4	3	7	-51	99	2
Cn1c2ccccc2c2nnc(SCC(=O)Nc3ccccc3F)nc21	5	0	143	0.8	12	0	-1	101	1
Cc1nnc(SCC(=O)NCc2ccc3c(c2)OCO3)s1	7	6	100	-1.2	-1	-1	1	103	-1
CC(=O)Nc1ccc(NC(=S)Nc2ccccc2)cc1	18	0	98	1.6	-7	4	-1	95	5
Cc1cc(Cl)c2oc(C(=O)N(C)C(C)c3ccccn3)c(C)c2c1 (centres undefined)	-2	2	99	-1.1	4	9	3	91	5

Following part:
SMILES	VLA-4 inh	GRK2 inh	AGP1-GFP MLPCN	MEX-5 binding	GLD-1 RNA inh	MCL1 BIM primary	Fam108B counter	CIT2 TOR yeast	BCLXL inh
COc1ccc(C(C)NC(=O)Cc2ccc(Br)cc2)cc1 (centres undefined)	4	0	90	2.9	8	4	1	93	3
Cc1ccc(OCC(=O)NC(=S)Nc2ccc(Br)cn2)cc1	1	nt	102	-0.3	6	-2	0	91	0
O=C1/C(=C\c2cccnc2)Sc2ccccc21	-109	0	103	1.5	16	37	2	101	28
CC(C)c1ccc(NC(=O)CCNS(=O)(=O)c2cccc3nonc23)cc1	15	4	111	-1.8	3	2	-1	111	6
COc1ccc(CCN(Cc2cc3ccc(C)cc3[nH]c2=O)C(C)=O)cc1OC	18	1	105	2.1	3	1	-1	111	-2
CN(CCCN1CCCCC1)C(=O)CCc1nnc(C2CCCCC2)o1	3	1	99	1.2	3	2	-1	102	-1
COc1ccc(C(=O)Nn2c(C)nc3ccccc3c2=O)cc1Br	5	0	96	0.3	-4	-4	2	102	3
CCn1cc(C(=O)O)c(=O)c2cc(F)c(N3CCN(C(=S)NC(=O)c4cc(OC)cc(OC)c4)CC3)cc21	21	1	101	-1.0	-3	-2	-4	102	4
O=C(CN(Cc1ccccc1F)C(=O)c1csnn1)NCc1ccc2c(c1)OCO2	-11	1	92	-0.2	8	5	1	106	6
CCOc1ccc(-n2c(Cc3cc(=O)[nH]c(=O)[nH]3)nnc2SC(C)C)cc1	9	0	108	-1.9	4	-2	-1	110	-1
COc1ccc(Cn2c(CCC(=O)Nc3ccccc3)nc3cccnc32)cc1	20	0	90	3.2	2	10	1	85	6
CC(=O)c1sc(NC(=O)C2CC(=O)N(Cc3ccccc3)C2)nc1-c1ccccc1 (centres undefined)	1	0	100	3.1	3	-4	0	95	-3
CCOC(=O)CCC(=O)NCc1ccc2[nH]c(C)cc2c1	4	6	100	-4.2	9	11	0	103	14
CC(NC(=O)COC(=O)C1CC2CCCC(C1)C2=O)c1ccccc1 (centres undefined)	0	0	97	nt	-5	2	nt	101	0
O=C1C2CCCN2C(c2cccs2)N1c1ccc(F)cc1 (centres undefined)	10	0	100	2.1	-1	8	2	100	6
CSc1nc(-c2ccccc2)nn1C(=O)c1ccc(C)cc1	0	2	96	-0.4	4	2	1	97	5
O=S(=O)(Nc1nnc(-c2ccccc2)s1)c1ccc(Cl)cc1	7	3	98	-0.2	0	4	-3	93	3
COc1ccccc1NS(=O)(=O)N(C)C	-10	0	99	-3.0	-1	7	0	105	6
CC(C)[C@@H](NC(=O)C1CCN(C(=O)[C@@H]2CCCN2C(=O)OC(C)(C)C)CC1)C(=O)NCc1ccc(F)cc1	-10	1	100	-0.1	-6	5	-5	97	5
O=c1oc(-c2cc3ccccc3o2)nc2sc3c(c12)CCCC3	4	0	98	1.2	-2	3	-7	96	1
COc1ccc(-n2c(=O)c3ccccc3n(CC(=O)Nc3cccc(OC)c3)c2=O)cc1	-3	1	105	-2.5	2	8	-6	99	0
Cc1cccc(N2CCN(CC(=O)NCc3ccccc3)CC2)c1C	-5	1	101	0.8	4	2	4	102	8
O=C(CSc1ccc2c(c1)OCCO2)NCc1ccco1	5	6	106	2.3	-2	16	-2	nt	10
O=C(Nc1nc2ccc(S(=O)(=O)N3CCCCC3)cc2s1)c1ccncc1	-1	1	98	-1.3	-7	6	-6	103	6
CCc1cccc(NC(=O)C2CCCN(S(=O)(=O)c3ccc4[nH]c(=O)ccc4c3)C2)c1 (centres undefined)	18	4	104	-2.1	7	2	-4	112	2

Full records, quoted from the list.
Results for O=C(CSc1ccc2c(c1)OCCO2)NCc1ccco1 → VLA-4 inh = 5; GRK2 inh = 6; AGP1-GFP MLPCN = 106; MEX-5 binding = 2.3; GLD-1 RNA inh = -2; MCL1 BIM primary = 16; Fam108B counter = -2; CIT2 TOR yeast = nt; BCLXL inh = 10
Results for CC(=O)c1sc(NC(=O)C2CC(=O)N(Cc3ccccc3)C2)nc1-c1ccccc1 (centres undefined) → VLA-4 inh = 1; GRK2 inh = 0; AGP1-GFP MLPCN = 100; MEX-5 binding = 3.1; GLD-1 RNA inh = 3; MCL1 BIM primary = -4; Fam108B counter = 0; CIT2 TOR yeast = 95; BCLXL inh = -3

Retrieved one by one from the list above (four):
SMILES	VLA-4 inh	GRK2 inh	AGP1-GFP MLPCN	MEX-5 binding	GLD-1 RNA inh	MCL1 BIM primary	Fam108B counter	CIT2 TOR yeast	BCLXL inh
COc1ccc(Cn2c(CCC(=O)Nc3ccccc3)nc3cccnc32)cc1	20	0	90	3.2	2	10	1	85	6
O=C1C2CCCN2C(c2cccs2)N1c1ccc(F)cc1 (centres undefined)	10	0	100	2.1	-1	8	2	100	6
COc1ccccc1NS(=O)(=O)N(C)C	-10	0	99	-3.0	-1	7	0	105	6
COc1ccc(-n2c(=O)c3ccccc3n(CC(=O)Nc3cccc(OC)c3)c2=O)cc1	-3	1	105	-2.5	2	8	-6	99	0

Next compounds
SMILES	VLA-4 inh	GRK2 inh	AGP1-GFP MLPCN	MEX-5 binding	GLD-1 RNA inh	MCL1 BIM primary	Fam108B counter	CIT2 TOR yeast	BCLXL inh
CCOC(=O)C(C)Sc1nc(N)c(NC(=O)c2ccc(OC)c(OC)c2)c(=O)[nH]1 (centres undefined)	-4	0	106	-0.2	-1	2	5	106	-1
C=CCC[C@H](Cc1ccc(F)cc1)C(=O)OC[C@H](Cc1c[nH]c2ccccc12)NC(=O)[C@@H](CC=C)CC(=O)N[C@H](CO)Cc1ccccc1	-11	0	98	nt	7	nt	nt	88	nt
CCOC(=O)c1c(C)[nH]c(C(=O)OCC(=O)N2CCc3ccccc32)c1C	13	1	100	0.8	7	-9	-12	84	-6
Cc1cccc(NC(=S)NCc2ccc3c(c2)OCO3)c1C	0	0	113	0.6	-5	2	0	116	0
COc1ccc(C)cc1NC(=O)C1CC(=O)N(Cc2ccco2)C1 (centres undefined)	-11	0	106	0.5	0	1	0	107	2
COCCn1c(SCC(=O)Nc2nnc(C)s2)nnc1-c1c[nH]c2ccccc12	-23	0	92	0.5	7	-12	2	94	-5
COc1cc2c(=O)n(-c3ccc(C)cc3)c(=O)n(CC(=O)c3ccc4c(c3)OCO4)c2cc1OC	-14	0	106	-0.3	-7	8	3	100	4
CCS(=O)(=O)CCSc1nc2ccccc2o1	9	0	99	0.3	10	-2	3	105	0
O=C1NC2(CCCCCC2)N=C1c1ccc(F)cc1	16	10	99	0.7	-7	-5	-1	97	-2

Taken from the results shown (5 entries):
SMILES	VLA-4 inh	GRK2 inh	AGP1-GFP MLPCN	MEX-5 binding	GLD-1 RNA inh	MCL1 BIM primary	Fam108B counter	CIT2 TOR yeast	BCLXL inh
Cc1cccc(NC(=S)NCc2ccc3c(c2)OCO3)c1C	0	0	113	0.6	-5	2	0	116	0
COc1ccc(C)cc1NC(=O)C1CC(=O)N(Cc2ccco2)C1 (centres undefined)	-11	0	106	0.5	0	1	0	107	2
COCCn1c(SCC(=O)Nc2nnc(C)s2)nnc1-c1c[nH]c2ccccc12	-23	0	92	0.5	7	-12	2	94	-5
COc1cc2c(=O)n(-c3ccc(C)cc3)c(=O)n(CC(=O)c3ccc4c(c3)OCO4)c2cc1OC	-14	0	106	-0.3	-7	8	3	100	4
CCS(=O)(=O)CCSc1nc2ccccc2o1	9	0	99	0.3	10	-2	3	105	0

Random draw from the library. About 2.2% of those tested had a hit in this group.
